HT1080NT lethal: kills 2HG-producing HT-1080-NT fibrosarcoma cells; HT-1080-NT fibrosarcoma viability, CellTiter-Glo ATP luminescence, 48 h; 360,000 tested, 1.6% active; Potency, µM (top dose mostly 46.1 µM), inactives show top-dose activity, negative = less viability, hits mostly cytotoxic;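 further: NT is the 2HG producing partner of a matched IDH1 knockdown line; 0% = DMSO-treated cells and -100% = media-only wells without cells; nearly all actives have a fitted effect of over 55% in size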
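Luminescent CellTiter-Glo readout after 48 hours of compound exposure at 37 degrees C defined viability of HT-1080-NT cells. Activity was normalized to DMSO wells and cell-free media wells; concentration-response curves were fitted and assigned curve classes.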
KB-3-1 tox: KB-3-1 parental cell cytotoxicity. KB-3-1 viability, CellTiter-Glo ATP luminescence, 72 h. Potency, µM (titrated, usually from 46.1 µM), for inactives: at the top dose activity change, negative = cytotoxic, usual class: cytotoxic. 400,000 tested, 1.4% active; further: on the % scale 0 is the no-effect control and ±100 the full control effect; nearly all actives have a fitted effect of over 60% in size
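Parental KB-3-1 adenocarcinoma cells in phenol-red-free DMEM with 10% FBS were pin-treated with compounds at several concentrations, incubated 72 h at 37 °C, and viability read by CellTiter-Glo luminescence; concentration-effect curves were fitted after normalization.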
TDP43 rescue: rescues yeast growth from TDP-43 toxicity. TDP-43 expressing yeast growth rescue, BacTiter-Glo, 24 h. Potency, µM (top dose mostly 46.1 µM), without a hit: at the top dose growth rescue (activation), most hits filed as activators. 410,000 tested, 1.8% active; further: % of control where 0% means no effect; nearly all actives have a fitted effect of over 50% in size
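Luminescence from BacTiter-Glo reports growth of TDP-43-expressing yeast after 24 hr at 30 deg C with compound. Cells were raffinose-pregrown to mid-log, then seeded in galactose medium at OD600=0.02.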
HT1080 IDH1KD tx: kills HT-1080 cells with IDH1 knockdown. HT-1080 IDH1 knockdown viability, ATP luminescence, 48 h. Potency, µM (titrated, usually from 46.1 µM), without a hit: at the top dose activity, negative = toxicity, actives largely listed as cytotoxic. 360,000 tested, 2% active. AID 686971;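 further: 0% = DMSO wells and -100% = cell-free medium wells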
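HT-1080-IDH1KD cells (IDH1 knocked down), 750/well in RPMI with 5% FBS, treated with compound 48 h at 37 degrees C. Viability by CellTiter-Glo luminescence, normalised to DMSO and no-cell wells; concentration-response curves classed.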
KB-V1 MDR tox: kills drug-selected multidrug resistant KB-V1 cells | KB-V1 MDR cells viability, CellTiter-Glo, 72 h | Potency, µM (titrated, usually from 46.1 µM), without a hit: top-dose activity change, negative = cytotoxicity, hits mostly cytotoxic | 400,000 tested, 3.4% active; further: on the % scale 0 is the no-effect control and ±100 the full control effect; nearly all actives have a fitted effect of over 60% in size
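Compound-treated KB-V1 multidrug-resistant cells, 72 h, 37 degrees C; viability by CellTiter-Glo. Fitted qHTS curves give the values.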
GLP-1R inv ag: inverse agonists of human GLP-1 receptor; 410,000 tested, 1.6% active; Potency, µM (highest dose often 38.3 µM), without a hit: top-dose activity change, negative = inhibition, actives largely listed as inhibitors; AID 624417; HEK293 GLP-1R CRE-luciferase, luminescence, 24 h; GLP-1R form is constitutively active; further: on the % scale 0 is the no-effect control and ±100 the full control effect; nearly all actives have a fitted effect of over 55% in size
Target sequence (P43220 whole entry, looked up): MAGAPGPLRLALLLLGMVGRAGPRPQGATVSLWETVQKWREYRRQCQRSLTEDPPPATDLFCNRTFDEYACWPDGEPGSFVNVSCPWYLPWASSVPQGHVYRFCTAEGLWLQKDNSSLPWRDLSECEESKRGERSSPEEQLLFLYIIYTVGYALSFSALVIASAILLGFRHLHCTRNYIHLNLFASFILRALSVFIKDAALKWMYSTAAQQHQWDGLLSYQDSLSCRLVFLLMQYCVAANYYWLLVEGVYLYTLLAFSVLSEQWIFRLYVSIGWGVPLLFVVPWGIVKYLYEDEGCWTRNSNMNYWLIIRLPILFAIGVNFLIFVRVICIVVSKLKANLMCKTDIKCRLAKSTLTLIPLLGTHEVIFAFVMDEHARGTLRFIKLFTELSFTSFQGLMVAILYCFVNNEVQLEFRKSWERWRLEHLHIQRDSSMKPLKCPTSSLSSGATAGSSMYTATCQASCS
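Luminescence readout: a drop in cAMP-driven luciferase signal flags inverse agonism at a constitutively active GLP-1R stably expressed in HEK293. Compound exposure lasted 24 hr at 37 deg C, 5% CO2.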
SW480 rereplic: DNA re-replication induction in SW480 cells; 340,000 tested, 1.8% active; AID 624297; Potency, µM (titrated, usually from 46.1 µM), for inactives: at the top dose re-replication activation, most hits filed as activators; SW480 DNA re-replication, Hoechst DNA content imaging, 48 h; further: % of control where 0% means no effect; nearly all actives have a fitted effect of over 55% in size
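SW480 cells exposed to compounds for 48 hr at 37 C, 5% CO2, then Hoechst-stained 40 min. Nuclear DNA content imaged by fluorescence scanning (405 nm excitation, 500-530 nm emission); re-replication scored as increased high-intensity nuclei.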
HEK293 tox: cytotoxicity in counter-screen for GLP-1R inverse agonists. HEK293 cAMP-luciferase reporter cells, luminescence, 24 h. Potency, µM (series often up to 38.3 µM), for inactives: top-dose activity change, negative = inhibition, usual class: inhibitors. 410,000 tested, 0.13% active;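 further: loss of luciferase light is scored as toxicity; on the % scale 0 is the no-effect control and ±100 the full control effect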
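Quantitative HTS format, 1536 wells, 200 cells/uL seeded. Compounds: 23 nL, 24 h, 37 °C. Detection: luciferase reagent, luminescence at 12 min RT; decreased signal taken as cytotoxic.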
GLP-1R agonist: agonists of human GLP-1 receptor | P43220 | AID 624172 | 380,000 tested, 0.007% active | HEK293 GLP-1R CRE-luciferase, luminescence, 4-6 h; cells express a hypersensitive GLP-1R form | Potency, µM (highest dose often 45.6 µM), inactives show at the top dose activation, most hits filed as activators; further: % of control where 0% means no effect
Starred values were filed as active, the others as inactive; ? = inconclusive; · = no result given; & = joins results of further samples; [ ] = remark or other dose. The call rests on the fitted dose curve; in most records, active means well fitted curve in the direction sought with a large enough effect; inconclusive means small, poorly fitted or top-dose-only effect, or another doubt; inactive means no such curve, though single readings can be large; an effect the other way counts as inactive or inconclusive. Potency means the concentration at half of the fitted maximal effect.

SMILES	HT1080NT lethal	KB-3-1 tox	TDP43 rescue	HT1080 IDH1KD tx	KB-V1 MDR tox	GLP-1R inv ag	SW480 rereplic	HEK293 tox	GLP-1R agonist
Cc1ccc(NC(=O)CCN2CCC(Cc3ccccc3)CC2)cc1	?	6%	-8%	?	?	?	0%	?	-1%
CCOC(=O)c1ccc(NC(=O)C(=O)NCc2ccccn2)cc1	-13%	-32%	-23%	0%	0%	8%	-62%[inhibitor]	14%	4%
Cc1cccc(NC(=O)Cn2nnc(-c3ccc(CN4CCCC4)cc3)n2)c1C	-3%	-3%	1%	-2%	0%	-15%	3%	-2%	7%
O=C(Cn1cnc2ccccc21)N1CCc2ccccc21	4%	-6%	23%	1%	-27%	3%	0%	5%	-2%
COc1cccc(CN2CCN(C(=O)c3ccco3)CC2)c1OC	9%	3%	0%	-8%	-4%	?	3%	-4%	13%
O=C1NCCC/C1=N/Nc1cc(F)ccc1F	16%	-5%	-7%	9%	3%	-5%	-5%	1%	0%
CC(=O)Nc1ccccc1C(=O)C(=O)Nc1ccc(F)c(Cl)c1	-1%	-4%	-7%	1%	9%	5%	-10%	-5%	0%
O=C1CSC(=Nc2ccc(O)cc2)N1	11%	24%	-4%	18%	?	19%	-10%	11%	-3%
Cc1cccc(NC(=O)c2nc[nH]c2C(=O)Nc2cccc(C)c2)c1	-26%	-6%	20%	?	-2%	27%	16%	5%	3%
O=C(CCCN1C(=O)c2cccc3cccc(c23)C1=O)OCC(=O)N1CCCCC1	-2%	3%	21%	6%	0%	24%	·	-19%	-6%
CCCc1cc(C(=O)NCc2cccnc2)no1	8%	3%	?	0%	0%	12%	-11%	-19%	3%
CC1=C[C@H](C)[C@H](c2c(F)cccc2Cl)CC1=O	8%	0%	27%	-4%	18%	2%	?	4%	-4%
CCC1(O)c2ccccc2-c2ncccc21 (stereo not given)	6%	10%	-4%	8%	8%	-10%	-7%[9.22 µM]	2%	-10%
Cn1ccsc1=NC(=O)c1cccc(C#N)c1	20%	15%	3%	12%	-4%	11%	-6%	-7%	11%
O=C(COC(=O)/C=C/c1ccc([N+](=O)[O-])cc1)NCc1ccc2c(c1)OCO2	0%	-1%	-20%	-4%	19%	5%	4%	15%	-1%
C=CCNc1nnc(Cc2ccc(C(C)C)cc2)c(=O)[nH]1	-5%	15µM*	-17%	-23%	8%	-23%	?	-2%	0%
CC(C)(C)Nc1c([N+](=O)[O-])c(=O)sc2ccccc12	-6%	0%	1%[9.22 µM]	5%	24%	19%	21%	-2%	-2%
COc1ccc(CC(=O)OCC(=O)NC2CC2)cc1	3%	10%	11%	5%	6%	9%	2%	3%	9%
CC1(C)Cc2c(cnn2-c2ccccc2)C(NC(=O)CCc2ccncc2)C1 (stereo not given)	0%	-1%	9%	2%	?	-15%	0%	0%	-5%
Cc1ccc(S(=O)(=O)c2cn(Cc3ccc(F)cc3)c3cc(F)c(F)cc3c2=O)cc1	·	-2%	14%	·	4%	11%	·	3%	·
CC1CCc2sc(C(=O)OCC(=O)NC(N)=O)cc2C1 (stereo not given)	14%	3%	-23%	18%	17%	-3%	1%	16%	9%
N#CCCNc1c(Cl)cc(Cl)cc1C(=O)O	8%	14%	0%	8%	?	42%[activator]	-54%[inhibitor]	19%	-5%
CC1CCCN(CCCNC(=O)C2CCN(S(=O)(=O)N3CCC4(CC3)OCCO4)CC2)C1 (stereo not given)	0%	2%	6%	2%	17%	6%	-12%	-21%	-3%
NC(=O)CNC(=O)[C@@H]1CC2(CC(c3ccc(Cl)cc3)=NO2)CN1C(=O)c1ccccc1 (stereo not given in full)	17%	-2%	-12%	8%	-14%	27%	-8%	11%	1%
CC(=O)Nc1ccc(S(=O)(=O)NCc2ccc(C(=O)N3CCOCC3)cc2)cc1	15%	21%	-1%	8%	?	21%	-1%	-3%	1%
Cc1cc(OCC(=O)N2CCC(O)(c3ccc(Cl)cc3)CC2)c2c(C)cc(=O)oc2c1	0%	-1%	1%	-3%	-4%	7%	-2%	3%	-1%
O=C(CCC(=O)N1CCN(c2ccccn2)CC1)c1ccc(Cl)s1	12%	11%	12%	9%	-4%	5%	-6%	-17%	0%
Clc1cccc(Cc2c(C3CCCCC3)nc3c4ccccc4ccn23)c1	-6%	-2%	16%	-13%	13%	5%	·	-2%	20%
CCCCC/C=C\C/C=C\C/C=C\CCCCC(=O)O	15%	0%	17%	0%	4%	44%[activator]	-3%&-8%	12%	22%&15%
Cc1ccc(-c2nc(CS(=O)CC(=O)NC3CC3)c(C)o2)cc1 (stereo not given)	6%	-1%	3%	10%	14%	1%	-2%	3%	0%
O=C1C=Cc2ccccc2/C1=C/c1[nH]c(=O)[nH]c1O	-10%	4%	-14%	-2%	-3%	16%	15%	13%	-3%
CC(C)N(C(=O)CO/N=C/c1cccc([N+](=O)[O-])c1)C(C)C	-1%	-3%	21%	-1%	-7%	?	-12%	2%	13%
CCOc1ccc(-n2c(N)c(C(=O)NCC3CCCO3)sc2=S)cc1 (stereo not given)	-3%	-6%	-3%	-2%	-4%	-10%	-6%[9.22 µM]	-5%	-7%
O=S(=O)(c1ccc(Br)cc1)N1CCn2c(nc3ccccc32)C1	0%	18%	18%	4%	-5%	6%	-1%	7%	0%
Cc1cccc(N2CCN(S(=O)(=O)c3ccc(-c4cnc(C5CC5)o4)cc3)CC2)c1C	·	8%	9%	·	16%	11µM*	·	0%	·
COC(=O)COc1cc(=O)oc2ccc(NS(=O)(=O)c3ccccc3)cc12	8%	0%	28%	0%	2%	7%	-3%	6%	3%
COc1ccc(CCNc2nc(-c3cccnc3)nc3ccccc23)cc1OC	?	-9%	-14%	10µM*	8.2µM*	?	?	-8%	25%
CC[C@H]1C(c2ccc(F)cc2)=NN(c2ccccc2)[C@@H]1CO	-1%	-9%	11µM*	-1%	0%	?	?	88%[activator]	-3%
COc1cccc(CSc2nc3cc4c(cc3cc2C)OCCO4)c1	-16%	?	3%	-27%	?	-46%	?	4%	-2%
COc1ccc(C(c2sc3nc(C)nn3c2O)N2CCCCC2)cc1 (stereo not given)	0%	4%	-7%	-2%	-6%	0%	0%	19%	-2%
COc1ccc(CNC(=O)c2cnc(N3CCOCC3)c3ccccc23)cc1	·	-7%	4%	·	-8%	24%	·	-6%	·
Cc1c(NC(=O)c2cccc(NC(=O)COc3ccc(C#N)cc3)c2)c(=O)n(-c2ccccc2)n1C	0%	1%	-12%	5%	5%	8%	?	-2%	11%
O=C(COC(=O)/C=C/c1ccc(F)cc1)Nc1cc(C(F)(F)F)ccc1N1CCOCC1	7%	-3%	-11%	19%	23%	1%	0%	1%	5%
COc1ccc(NC2CCCN(C(=O)CSc3ccccn3)C2)cc1OC (stereo not given)	-3%	-10%	-21%	1%	-5%	22%	3%	4%	0%
O=C(C1CCN(S(=O)(=O)c2cccc3cccnc23)CC1)N1CCN(C2CCCCC2)CC1	0%	1%	11%	-10%	-3%	-5%	-9%	-25%	-2%

Ordered by the number under GLP-1R agonist (high to low): 5 of the compounds above
structure | GLP-1R agonist
COc1ccc(CCNc2nc(-c3cccnc3)nc3ccccc23)cc1OC | 25%
Cc1c(NC(=O)c2cccc(NC(=O)COc3ccc(C#N)cc3)c2)c(=O)n(-c2ccccc2)n1C | 11%
COc1ccc(C(c2sc3nc(C)nn3c2O)N2CCCCC2)cc1 (stereo not given) | -2%
CC[C@H]1C(c2ccc(F)cc2)=NN(c2ccccc2)[C@@H]1CO | -3%
CCOc1ccc(-n2c(N)c(C(=O)NCC3CCCO3)sc2=S)cc1 (stereo not given) | -7%

The list goes on.
SMILES	HT1080NT lethal	KB-3-1 tox	TDP43 rescue	HT1080 IDH1KD tx	KB-V1 MDR tox	GLP-1R inv ag	SW480 rereplic	HEK293 tox	GLP-1R agonist
CCc1nc2n(n1)C(O)c1cc([N+](=O)[O-])ccc1S2 (stereo not given)	12%	4%	-5%	18%	?	10%	-10%	0%	26%
Cn1nc(C(F)(F)F)c2cc(C(=O)Nc3ccc(C(F)(F)F)cc3)sc21	?	?	26%	?	?	?	0%	0%	0%
COc1ccc(C(=O)c2sc3nc(-c4ccccc4)ccc3c2N)cc1	4%	?	22%	-23%	-3%	0%	21µM*	336%[activator]	-2%
CCOC(=O)C1CCCN(C(=O)c2cc(F)ccc2C)CC1 (stereo not given)	-2%	0%	0%	15%	1%	25%	·	8%	-1%
COc1ccc(Cl)cc1NC(=O)CCCN1C(=O)C(c2ccccc2)Oc2cccnc21 (stereo not given)	·	?	-12%	·	-37%	-28%	·	7%	-4%
CSC(=NCc1ccc(F)cc1)NS(=O)(=O)c1cccs1	-2%	-12%	19%	-2%	-27%	-23%	-3%	-15%	-1%
O=C(Nc1ccc(OC(F)(F)F)cc1)C1CCCN(S(=O)(=O)c2cccc3nonc23)C1 (stereo not given)	·	18%	16%	·	15%	-13%	·	-1%	0%
Cc1cccc(OCC(=O)N2CCC3(CC2)CC(=O)c2ccccc2O3)c1	-7%	1%	18%	-1%	3%	?	5%	3%	20%
CCN(C(=O)COC(=O)CCc1ccc(OC)cc1)c1c(N)n(Cc2ccccc2)c(=O)[nH]c1=O	10%	7%	25%	7%	0%	11%	-7%	-2%	-15%
Cc1cccc(NS(=O)(=O)c2cc(Cl)ccc2Cl)n1	-1%	4%	-13%[1.82 µM]	-2%	0%	3%	-14%	-6%	5%
CC(=O)c1cccc(NC(=O)C2CCCN(S(C)(=O)=O)C2)c1 (stereo not given)	4%	16%	7%	0%	20%	9%	-7%	1%	0%

An excerpt from above, limited to HT1080NT lethal and TDP43 rescue.
Compound | HT1080NT lethal | TDP43 rescue
CC(=O)c1cccc(NC(=O)C2CCCN(S(C)(=O)=O)C2)c1 (stereo not given) | 4% | 7%
Cn1nc(C(F)(F)F)c2cc(C(=O)Nc3ccc(C(F)(F)F)cc3)sc21 | ? | 26%
